Screening data (PubChem BioAssay)
Sm TGR inh = qHTS Assay for the Inhibitors of Schistosoma Mansoni Peroxiredoxins; Potency, µM (series often up to 114 µM), inactives show at the top dose activity change, negative = inhibition, hits mostly inhibitors; purified TGR, DTNB reduction, TNB absorbance 405 nm; AID 485364, 2010; 3% of 360,000 active; note: potency is the fitted concentration of half-maximal effect; nearly all actives have a fitted effect of over 60% in size
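Kinetic colorimetric format: TGR-catalysed, NADPH-driven DTNB reduction monitored via TNB absorbance. Enzyme dispensed at 20 nM; compound exposure 15 min at room temperature before reaction start.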
AmpC detergent = qHTS Inhibitors of AmpC Beta-Lactamase (assay with detergent); P00811; AmpC hydrolysis of nitrocefin, absorbance 480 nm, 0.01% Triton; Potency, µM (doses to about 114 µM), for the others: at the highest dose activity change, negative = inhibition, actives largely listed as inhibitors; 0.041% of 370,000 active; AID 485294, 2010;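 note: potency is the fitted concentration of half-maximal effect; 0% = no-compound wells and -100% = no-enzyme wells; nearly all actives have a fitted effect of over 25% in size; some results filed as inactive show a strong effect at the top dose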
Target sequence (P00811 whole entry, looked up): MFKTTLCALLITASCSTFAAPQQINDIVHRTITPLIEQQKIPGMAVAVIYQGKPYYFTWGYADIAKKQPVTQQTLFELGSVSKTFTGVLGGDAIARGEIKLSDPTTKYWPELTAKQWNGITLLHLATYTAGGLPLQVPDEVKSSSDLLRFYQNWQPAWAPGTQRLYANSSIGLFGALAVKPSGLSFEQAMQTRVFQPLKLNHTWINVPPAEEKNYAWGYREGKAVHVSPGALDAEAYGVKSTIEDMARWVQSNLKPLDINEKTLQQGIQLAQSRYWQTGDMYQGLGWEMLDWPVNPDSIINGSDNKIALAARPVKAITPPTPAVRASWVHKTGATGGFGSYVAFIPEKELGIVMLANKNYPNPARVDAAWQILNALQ
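AmpC (5.3 nM in the dispensed reagent) in 20 mM phosphate pH 7.0 with 0.01% (detergent screen) or 0.0001% Triton X-100 was preincubated with compounds for 15 min at room temperature. Nitrocefin was then added from an 800 uM solution, and hydrolysis was followed at 480 nm.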
HCMV inh = qHTS Assay for inhibitors of the human cytomegalovirus (HCMV) | HFF cells, HCMV-luciferase reporter, 72 h; hits give low values | activity change, negative = inhibition, % at 57.5 µM | 4.5% of 410,000 active | AID 1259415, 2018; in the data active = activity change below about -60%; inconclusive = no clear call, values can overlap the other calls; inactive = above about -39%
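Compounds were evaluated in HFFs infected with an HCMV luciferase reporter virus (MOI 1 PFU/cell). Luciferase in lysates collected 72 h post infection served as the replication measure.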
FBPA Giardia inh = qHTS Assay for Inhibitors of Fructose-1,6-bisphosphate Aldolase from Giardia Lamblia | A8B2U2 | Potency, µM (doses to about 59.6 µM), inactives show top-dose activity, negative = inhibition, most hits filed as inhibitors | purified Giardia FBPA | AID 2451, 2010 | 0.71% of 290,000 active; note: potency is the fitted concentration of half-maximal effect; nearly all actives have a fitted effect of over 55% in size
Target sequence (A8B2U2 whole entry, looked up): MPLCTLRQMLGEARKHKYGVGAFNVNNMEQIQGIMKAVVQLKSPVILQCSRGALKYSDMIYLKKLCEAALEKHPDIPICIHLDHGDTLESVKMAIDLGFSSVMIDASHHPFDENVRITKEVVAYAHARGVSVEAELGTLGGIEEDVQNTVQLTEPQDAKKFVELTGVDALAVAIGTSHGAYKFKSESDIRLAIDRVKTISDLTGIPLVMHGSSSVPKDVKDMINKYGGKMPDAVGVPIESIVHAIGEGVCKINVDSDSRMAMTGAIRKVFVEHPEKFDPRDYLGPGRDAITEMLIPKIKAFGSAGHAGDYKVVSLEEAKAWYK
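40 nM FBPA preincubated 10 min at RT with compound (up to 57.5 uM final), then substrate plus GAPDH/TPI/NAD/arsenate coupling and diaphorase/resazurin added. Fluorescence read after 20 min at RT, 525/598 nm.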
AMA1-RON2 inh = qHTS for Inhibitors of AMA1-RON; Towards Development of Antimalarial Drug Lead: Primary Screen. Plasmodium falciparum AMA1 (3D7) - RON2 peptide interaction. AlphaScreen AMA1-biotinylated RON2 peptide binding. Potency, µM (titrated, usually from 58.2 µM), inactives show top-dose activity change, negative = inhibition, actives largely listed as inhibitors. 0.2% of 360,000 active. AID 720542, 2013;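 note: potency is the fitted concentration of half-maximal effect; 0% = vehicle wells and -100% = peptide control; nearly all actives have a fitted effect of over 45% in size; some results filed as inactive show a strong effect at the top dose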
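AMA1 (3D7) with his tag at 25 nM final met compounds first, then biotinylated RON2 peptide at 25 nM; detection used donor plus acceptor beads, 10 µg/mL apiece, read by AlphaScreen after 30 min at room temperature.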
AmpC no deterg = qHTS Inhibitors of AmpC Beta-Lactamase (assay without detergent); P00811; AmpC nitrocefin hydrolysis, absorbance 480 nm, 0.0001% Triton; Potency, µM (highest dose often 57.1 µM), without a hit: at the highest dose activity change, negative = inhibition, most hits filed as inhibitors; 0.52% of 330,000 active;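 note: potency is the fitted concentration of half-maximal effect; plate controls were no compound for no effect and no enzyme for full effect; nearly all actives have a fitted effect of over 20% in size; some results filed as inactive show a strong effect at the top dose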
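AmpC (5.3 nM in the dispensed reagent) in 20 mM phosphate pH 7.0 with 0.01% (detergent screen) or 0.0001% Triton X-100 was preincubated with compounds for 15 min at room temperature. Nitrocefin was then added from an 800 uM solution, and hydrolysis was followed at 480 nm.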
* hit, by the source's call; ? = inconclusive; . = no result given; & = joins results of further samples; [ ] = dose if it differs, or a comment. Unless noted, calls come from the whole dose curve; as a rule, active = well fitted curve in the direction sought with a large enough effect; inconclusive = small, poorly fitted or top-dose-only effect, or another doubt; inactive = no such curve, though single readings can be large; an effect the other way counts as inactive or inconclusive. Unless noted, % is set by controls: 0 for no effect and ±100 for the full control effect.

Structure	AmpC detergent	Sm TGR inh	AmpC no deterg	HCMV inh	FBPA Giardia inh	AMA1-RON2 inh
O=c1cc(O)c2sc3nc4c(c(C(F)(F)F)c3c2[nH]1)CCCCC4	2%	5%	-27%	-33	14%	-15%
CCC(=O)N(c1nnc(SCC(=O)Nc2ccc(N3CCOCC3)cc2)s1)C1CC1	4%	1%	-4%	1	.	0%
CC(C(=O)NCCCn1ccnc1)(c1ccccc1)c1ccccc1	-21%	3%	-1%	-9	?	-3%
COc1ccc(-c2ccoc2)cc1[C@H]1[C@H]2C=CC[C@@H](C)[C@@H]2C(=O)N1Cc1ccccc1	1%	?	-7%	?	-1%	0%
Cc1cc(Nc2ccccc2)nn1C(=O)c1ccc(Cl)cc1	3%	21%	-11%	16	-1%	-14%
Cc1sc2nc(CN3CCCCC3)nc(Nc3ccc4c(c3)OCCO4)c2c1C	4%	4%	1%	-62*	-1%	-3%
Cc1cccc(NC(=O)CCN2CCN(C/C=C/c3ccccc3)CC2)c1	4%	3%	89%[activator]	9	-13%	-13%
COc1ccc(S(=O)(=O)N2CCOC2CNC(=O)C(=O)NCCN2CCOCC2)cc1C (stereo unspecified)	?	-18%	7%	-36	.	10%
O=C(Nc1ccccc1)c1sccc1Oc1ccc([N+](=O)[O-])cc1F	-5%	6%	-34%	7	-2%	-27%
Cc1ccc2[nH]c(C)c(CCN(Cc3cccnc3)C(=S)NC(C)(C)C)c2c1	0%	-28%	-11%	-37	10%	-5%
COc1ccc(Cl)cc1NC(=O)CSc1nccn1-c1ccc(Cl)cc1	-1%	-2%	.	-82*	.	.
CC(C)Oc1ccc(S(=O)(=O)N2CCOCC2)cc1NC(=O)Cc1cccs1	?	0%	24%	-16	.	1%
COC(=O)c1c(NC(=O)COc2ccc(Cl)cc2)sc2c1CC(C)(C)NC2(C)C	-9%	0%	50%	24	.	-2%
CC(=O)Nc1ccc(NC(=O)CSc2ccc(-c3ccc4c(c3)OCO4)nn2)cc1	?	-4%	-16%	9	6%	16%
COc1cc(/C(C)=N/NC(=O)Cc2c(C)[nH][nH]c2=O)ccc1O	-4%	-26%	-12%	-67*	5%	41%[activator]
CSc1nsc(SCc2ccc(Cl)cc2)n1	?	0%	-16%	19	-4%	76%[activator]
N#CC1=C(C2CC2)CC(c2ccccc2)C(C#N)=C1N (stereo unspecified)	-11%	?	-30%	1	?	-17%
Cc1cc(=O)oc2cc(OCC(=O)OCC(=O)Nc3ccccc3Br)ccc12	-5%	-7%	-12%	-16	-1%	0%
Cc1cccc(C)c1NC(=O)CN1CCN(C(=O)C2CCC2)CC1	-13%	-18%	11%	-29	.	-2%
COc1c(C)cc(Br)cc1C(=O)NC(=S)Nc1ccc(Cl)c(C(=O)O)c1	3%	-31%	-19%	-14	?	0%
Cc1ccc(S(=O)(=O)N2CCOCC2)cc1C(=O)NC1=NCCS1	.	.	-17%	-18	.	-3%
CCN(CC)C(=O)c1cn(CCC#N)nc1-c1ccc(F)cc1	5%	11%	-1%	17	3%	-5%
CC(C)[C@H](NS(=O)(=O)c1ccccc1)C(=O)Nc1ccccc1N1CCOCC1	.	.	5%	-1	.	71%[activator][11.6 µM]
CC(=O)Nn1cc2c(=O)n(C)c(=O)n(C)c2c1	-16%	-32%	11%	4	-4%	71%[activator]
COc1ccc(OC)c(NC(=O)CSC2=Nc3ccccc3C3=NC(CC(=O)NCCc4ccccc4)C(=O)N23)c1 (stereo unspecified)	0%	-3%	.	3	.	.
Cc1cc(C(=O)CSc2nnc3ccccn23)c(C)n1-c1ccccc1	?	-6%	-18%	-72*	-9%	-21%
COc1ccc(Cl)cc1NC(=O)c1ccc2c(SCC(=O)O)c3c(nc2c1)CCCC3	0%	5%	-36%	21	.	0%
CCOc1cc(CNCc2ccccn2)ccc1OCC(=O)NC1CCCCC1	0%	1%	0%	-6	12%	-10%
Cc1ccc(CCNC(=O)CS(=O)Cc2nc(-c3ccccc3C)oc2C)cc1 (stereo unspecified)	-6%	-23%	.	-10	.	.
CC(=O)N1CCc2c(sc(NC(=O)C3CCCCC3)c2C(N)=O)C1	-9%	-8%	-6%	23	-21%	2%

Whole records, looked up by structure. Values in the order: AmpC detergent | Sm TGR inh | AmpC no deterg | HCMV inh | FBPA Giardia inh | AMA1-RON2 inh
O=c1cc(O)c2sc3nc4c(c(C(F)(F)F)c3c2[nH]1)CCCCC4 across the screens: 2% | 5% | -27% | -33 | 14% | -15%
CC(=O)Nn1cc2c(=O)n(C)c(=O)n(C)c2c1 across the screens: -16% | -32% | 11% | 4 | -4% | 71%[activator]

(listing goes on)
Structure	AmpC detergent	Sm TGR inh	AmpC no deterg	HCMV inh	FBPA Giardia inh	AMA1-RON2 inh
CC(C)n1c(C(=O)OCC(=O)NCc2ccc3c(c2)OCO3)cc2occc21	-7%	-19%	-26%	?	0%	?
COc1ccc(CCNC(=O)CN(C)S(=O)(=O)c2ccc3c(c2)CCC(=O)N3)cc1OC	5%	0%	6%	-1	4%	4%
COc1cc(NS(=O)(=O)c2ccc(OC)c(OC)c2)cc(OC)c1	?	0%	-30%	10	0%	-3%
O=C(O)/C=C/c1ccc(S(=O)(=O)N2CCCCCC2)cc1	-4%	4%	-10%	-20	22%	0%
O=C(NCc1cccnc1)c1ccc2c(c1)OCO2	-6%	-32%	-11%	38	3%	6%
Cc1nc(-c2ccccn2)nc(SCC(=O)c2ccccc2)c1Cl	-5%	-4%	115%[activator]	-82*	11%	36%[activator]
NC(=O)CS(=O)(=O)c1nc2ccccc2n1Cc1ccccc1F	-3%	-7%	-22%	-28	-7%	5%
COc1ccc(-c2cc(=O)oc3cc(OC(C)C(=O)NCc4ccccn4)ccc23)cc1 (stereo unspecified)	?	4%	177%[activator]	-11	19%	19%
Cc1cc(C(F)(F)F)cc(NNC(=O)NC(=O)c2c(F)cccc2Cl)n1	-12%	3%	-23%	?	-2%	89%[activator]
O=P(Nc1ccccc1)(Oc1ccccc1)Oc1ccccc1	-1%	6%	-25%	-5	0%	-3%
CN(C)c1ccc(CNC(=O)CN2C(=O)CSc3ccc(S(=O)(=O)N4CCCC4)cc32)cc1	17%	-9%	.	98	.	.
C1=C(CCNc2ncnc3nc[nH]c23)CCCC1	-8%	-13%	-53%	1	-9%	10%
O=C(c1cc2c(s1)CCCC2)N1CCN(S(=O)(=O)c2ccccc2C(F)(F)F)CC1	-6%	3%	-1%	-7	6%	-3%
O=C(Nc1ccc(OCc2cc(=O)n3ccsc3n2)cc1)c1ccc(F)cc1	2%	9%	.	0	.	.
CCN1C(=O)[C@H]2[C@@H](c3ccc(-c4cccc(Cl)c4)cc3)N[C@@](C)(C(=O)OC)[C@H]2C1=O	-4%	?	164%[activator]	4	.	-9%
CCOc1ccc(N2CC(C(=O)NCc3cccc(C)c3)CC2=O)cc1 (stereo unspecified)	7%	10%	15%	-5	3%	0%
Cc1ccc(C(=O)N2CC(C)CC(C)C2)cc1NC1=NC2CS(=O)(=O)CC2S1 (stereo unspecified)	5%	13%	-3%	80	?	-15%
CCN(CC)c1ccc(S(=O)(=O)N2CCCCC2)cc1NC(=O)C1=COCCO1	0%	-3%	8%	-14	.	4%
C/C(N)=C(/C#N)C(=O)COC(=O)c1cc(C)n(-c2ccc(F)cc2)c1C	9%	11%	57%	-10&-40	2%	18%&23%
Clc1cccc(CNc2ncnc3c2nc2n3CCCC2)c1	15%	-1%	.	-39	.	.
CC(=O)c1cccc(N(CC(=O)NC2CCCC2)C(=O)c2ccc(C)s2)c1	-12%	2%	-3%	3	10%	16%
O=C(COC(=O)c1cc([N+](=O)[O-])ccc1N1CCOCC1)c1ccccc1	1%	8%	37%	-10	.	-4%
O=C(Nc1ccc(C(=O)N2CCN(c3ccc(F)cc3)CC2)cc1)C1=CSCCO1	-1%	-9%	77%[activator]	-28	-17%	7%
N=c1ncn(CC(O)CO)c2nc(N3CCOCC3)[nH]c12 (stereo unspecified)	-8%	0%	0%	-12	-1%	0%
Cc1ccc(S(=O)(=O)N2CCN(CC(O)c3ccccc3)CC2)cc1C (stereo unspecified)	-9%	14%	-8%	-24	3%	-4%
COc1cccc(-n2c(C)cc(/C=C3\C(=N)N4N=C(CC(=O)N5CCOCC5)SC4=NC3=O)c2C)c1	-14%	-11%	86%[activator]	-16	27%	15%
CN1CCN(c2oc(-c3ccco3)nc2S(=O)(=O)c2ccccc2)CC1	-6%	-35%	1%	0	-12%	-2%
CCCc1cc(=O)[nH]c(SCC(=O)NC2CC2)n1	.	.	-25%	49	.	0%
COc1ccc(CC(=O)Oc2ccc(Br)cc2F)cc1S(=O)(=O)N1CCOCC1	-8%	-24%	-19%	-5	.	-6%
COc1ccc(NC(=S)NC(=O)c2ccccc2)cn1	-5%	35µM*	-10%	43	?	7%

Structure	AmpC detergent	Sm TGR inh	AmpC no deterg	HCMV inh	FBPA Giardia inh	AMA1-RON2 inh
CC1(C)CC(=O)C(C2(O)C(=O)NC(=O)NC2=O)=C(O)C1	-7%	-16%	-15%	4	-5%	-5%
CS(=O)(=O)Nc1ccc(C(=O)Nc2ccccc2C(=O)NCc2ccco2)cc1	2%	7%	-29%	16	.	-10%
Cc1cccc(C2c3[nH]c4ccccc4c3CCN2C(=O)c2cc(-c3cccn3C)n[nH]2)n1 (stereo unspecified)	10%	?	0%	38	-7%	?
CC12CCC(c3c1nc1ccccc1[n+]3[O-])C2(C)C (stereo unspecified)	-4%	23%	-4%	12	1%	-5%
CN1C(=O)c2ccc(NC(=O)c3c(C(=O)O)cccc3[N+](=O)[O-])cc2C1=O	-8%	1%	-2%	10	-3%	11%
CCN(CC(=O)NCc1ccc(F)cc1)Cc1nc2ccccc2c(=O)[nH]1	-6%	-12%	147%[activator]	-1	-14%	93%[activator]
CCc1nnc(NS(=O)(=O)c2ccc(NC(=O)c3ccc(C#N)cc3)cc2)s1	-7%	1%	-50%	4	?	-9%
